Dynein transport – blocks dynein driven cargo transport along microtubules; z-score, hits read low; 3617.4 mouse cells, GR-EGFP nuclear translocation imaging; test concentration mostly 20 µM; stimulated with dexamethasone, 1 µM; active compounds read low; 220,000 compounds, 0.47% hits;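 active = plate z-score of nuclear minus cytoplasmic receptor signal below a set negative limit, without overly bright fluorescence or cell loss, cut at about -3.5 in these data, passing the limit was not always enough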;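 also: z-score of nuclear minus cytoplasmic ring GR-EGFP intensity difference per well; some compounds called inactive have numbers as strong as hits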
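Buffer or medium: tet-free, stripped-serum medium; reagent: dexamethasone at 1.0 µM final, 30 min; incubation: 48 h induction, 1 h compound, 30 min dex at 37 °C; measured by: formaldehyde fixation, Hoechst nuclear stain, 10x automated fluorescence imaging; read-out: nuclear-to-cytoplasmic GR-EGFP distribution per well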
M17LAP inhibition – P. falciparum M17LAP inhibitors, primary screen, biochemical, fluorogenic H-Leu-NHMec substrate, 1536-well (AID 1619); recombinant M17LAP, H-Leu-NHMec fluorogenic kinetic assay; higher % means a stronger effect; one-dose inhibition, % at 30 µM; IC50 in µM for titrated hits; 220,000 compounds, 0.38% hits;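 active = compound inhibiting the enzyme by more than half at any dose during confirmatory dose-response retesting; inconclusive = strong single-dose inhibitors picked by rank but not retested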;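 also: plate controls were full reaction with DMSO carrier for no effect and no enzyme background for full effect; strong numbers were not always called active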
LYP phosphatase – inhibitors of LYP phosphatase, biochemical, fluorescence intensity, uHTS (AID 1779); inhibition, % at 11.5 µM, or IC50 in µM where a hit was titrated; 290,000 compounds, 0.054% hits; recombinant LYP phosphatase, fluorescence intensity; higher % means a stronger effect;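 also: plate controls were vehicle with enzyme for no effect and no enzyme for full effect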
SIAH1 antagonists – blockers of Siah-1 interaction with plectin peptide – biochemical, fluorescence polarization, rhodamine-plectin, uHTS, primary screen (AID 1817). Siah-1 / rhodamine-plectin peptide fluorescence polarization; higher % means a stronger effect. displacement, % at 20 µM, or IC50 in µM where a hit was titrated. 290,000 compounds, 0.02% hits;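 active = displacement of at least 50% at 20 µM, with a fluorescence ratio check between 0.3 and a set limit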;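 also: plate controls were Siah plus tracer with DMSO for no effect and tracer alone without Siah for full effect; strong numbers were not always called active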
AID2073 – disruptors of CaV2.2 binding to Mint1 – biochemical, HTRF (AID 2073) | HTRF protein-protein interaction, Mint1-CaV2.2; higher % means a stronger effect | inhibition, % at 20 µM, or IC50 in µM where a hit was titrated | 290,000 compounds, 0.19% hits; in the data active = inhibition mostly above about 51%, no sharp cut-off; inconclusive = no clear call, values can overlap the other calls; inactive = mostly below about 53%; also: some results filed as inactive read as strong as hits
human PMI inhibitors – MPI inhibition at elevated mannose 6-phosphate – biochemical, fluorescence intensity, high mannose 6-phosphate, primary screen (AID 1220); recombinant PMI enzyme, coupled fluorescence intensity; higher % means a stronger effect; inhibition, % at 20 µM, or IC50 in µM where a hit was titrated; 190,000 compounds, 0.66% hits
XIAP displacement – small molecules displacing peptide from XIAP – biochemical, IAP family, fluorescence polarization (AID 1018); XIAP BIR domain, fluorescence polarization peptide displacement; higher % means a stronger effect; one-dose displacement, % at 20 µM; IC50 in µM for titrated hits; 200,000 compounds, 0.007% hits; in the data active = displacement above about 50%; also: a part of the inactive calls stands beside numbers as strong as those of hits
human PMI inhibition – MPI enzyme activity inhibition – biochemical, fluorescence intensity, coupled assay, primary screen (AID 1209); 190,000 compounds, 0.42% hits; purified PMI enzyme, coupled fluorescence intensity; higher % means a stronger effect; one-dose inhibition, % at 20 µM; IC50 in µM for titrated hits;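 also: plate controls were DMSO vehicle for no effect and wells lacking substrate for full effect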
M1AAP inhibition – P. falciparum M1AAP inhibitors, biochemical, fluorogenic H-Leu-NHMec substrate, 1536-well (AID 1445) | recombinant M1AAP, H-Leu-NHMec fluorogenic kinetic assay; higher % means a stronger effect | inhibition, % at 30 µM; hits with a dose series show IC50 in µM | 220,000 compounds, 0.42% hits;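 active = primary inhibition above the hit cutoff, then over 50% inhibition at one or more dose response concentrations, cut at about 23% in these data, passing the limit was not always enough; inconclusive = conflicting primary data, or primary hits not chosen for dose response; inactive = low primary inhibition, or under 50% at every dose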;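 also: plate controls were DMSO full reaction for no effect and no enzyme background for full effect; strong numbers were not always called active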
Dynein transport cytoplasmic EGFP – second read-out of Dynein transport, no call of its own (marks repeat the call); z-score; measured here: cytoplasmic GR-EGFP intensity; active compounds read high
Dynein transport nuclear GR-EGFP – also measured in Dynein transport; calls as there; z-score; measured here: nuclear GR-EGFP intensity;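 lower value marks the stronger effect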
Dynein transport cell count – second read-out of Dynein transport, no call of its own (marks repeat the call); z-score; measured here: cell count per field
* hit, by the source's call; u = inconclusive; x = no result given. Rule as the data show it, unless noted: active = inhibition above about 50%; inactive = the rest. This is a subset. The share of hits here may be higher or lower than overall.

Compound,Dynein transport,Dynein transport cytoplasmic EGFP,Dynein transport nuclear GR-EGFP,Dynein transport cell count,M17LAP inhibition,LYP phosphatase,SIAH1 antagonists,AID2073,human PMI inhibitors,XIAP displacement,human PMI inhibition,M1AAP inhibition
O=C(CN1CCN(Cc2cccc(Cl)c2)C1=O)N1CCC2(CC1)OCCO2,-1.3,-0.086,-0.43,1.6,-1%,-9%,0%,-5%,-7%,-3.7%,-5%,1%
Clc1ccccc1CN1CCN(c2ccccc2Cl)CC1,2,-0.13,0.48,-0.56,6%,-5%,2%,-6%,2%,-6.8%,8%,-3%
O=c1[nH]c(=S)[nH]c(O)c1N=Nc1cccc(S(=O)(=O)N2CCOCC2)c1,-1.2,-0.23,-0.52,1.3,35%,-3%,13%,-7%,x,x,x,19%
COC(=O)CN1C(=O)C2(C(C(=O)OC)=C(N)Oc3ccccc32)C2=C1CC(C)(C)CC2=O (stereo unspecified),0.3,-0.24,0.23,-0.041,11%,-4%,2%,5%,3%,-14%,6%,3%
CCCCc1nc2ccccc2c(=O)n1-c1ccc(O)cc1,-0.54,-0.2,0.052,-0.67,0%,-4%,1%,11%,-5%,-12%,-2%,-3%
NCCCC(=O)OC1N=C(c2ccccc2Cl)c2cc(Br)ccc2NC1=O (stereo unspecified),-0.62,0.92,0.12,-0.2,-5%,-8%,1%,13%,0%,-9.9%,-10%,9%
CN1C(=O)/C(=C\c2ccc(N3CCCCC3)o2)C(=O)NC1=S,-1.1,-0.17,-0.62,0.74,9%,4%,0%,-4%,12%,-5.4%,14%,9%
O=C1CCN(C(=O)C(Cl)Cl)N1,0.43,-0.17,0.13,-0.33,-1%,-2%,0%,-4%,-5%,-13%,-11%,2%
O=P(Nc1ccccc1Cl)(c1ccccc1)c1nc2c(s1)CCCC2 (stereo unspecified),2.5,-0.12,1.7,-1.9,-4%,-5%,-1%,-9%,-2%,-5.5%,2%,6%
COc1ccc(CNCC(=O)N2CCC3(CC2)OCCO3)cc1,2.5,-0.21,1.7,-0.84,5%,-3%,2%,-3%,5%,1.6%,14%,-1%
CC(C)n1c(=O)c(C=Nc2ccc(F)cc2)c(O)n(Cc2ccco2)c1=O,0.61,0.14,1.2,-1.4,-3%,-1%,5%,14%,-6%,1.0%,-12%,1%
Cn1c(O)c(C=NCCN2CCNCC2)c(=O)n(C)c1=O,0.068,-0.27,-0.046,0.42,8%,-7%,-1%,-2%,2%,-7.2%,2%,0%
O=C(Cc1ccc(Br)cc1)N1CCN(Cc2ccccc2)CC1,-0.9,-0.27,-0.23,0.48,12%,-9%,-5%,9%,-8%,-6.9%,-3%,-1%
Nc1nc(SCCC(F)=C(F)F)n[nH]1,-0.84,-0.15,-0.51,0.6,-3%,-5%,0%,9%,5%,-1.0%,0%,-1%
Cc1cccc(-n2c(C)nc3ccccc3c2=O)n1,-0.3,-0.19,-0.22,0.72,5%,-4%,-7%,12%,-9%,-6.1%,-5%,7%
COc1ccc(OC)c(N=Cc2c(O)n(Cc3ccccc3)c(=S)[nH]c2=O)c1,1.1,0.02,0.56,-0.56,5%,-10%,1%,23%,x,x,x,12%
CCN(CC)P(=O)(c1nccn1C)N(CC)CC,-0.68,-0.33,-0.28,0.32,-4%,-20%,0%,2%,-3%,-5.3%,-10%,-3%
COc1ccc(CCNCc2ccc(SC)cc2)cc1,0.054,-0.2,0.35,0.23,-9%,1%,0%,-7%,-7%,-2.2%,-7%,5%
N#C/C(=N\Nc1ccc(Cl)cc1)C(=O)c1ccccc1,0.87,0.035,0.96,-1.5,31%,9%,2%,4%,-6%,-2.3%,4%,106µM*
Cc1cccc2c1N(N=O)CCC2,-0.27,-0.24,-0.17,-0.019,-7%,-7%,-2%,8%,-3%,-0.6%,1%,2%
CCCSP1(=S)NCCCO1 (stereo unspecified),1.3,-0.42,0.4,-0.48,6%,-9%,-3%,7%,10%,-6.3%,9%,7%
Cc1cc(C)nc(N2Cc3ccccc3C2=N)n1,0.45,-0.31,0.14,-0.79,5%,-7%,-9%,22%,5%,-12%,-1%,9%
CN1CCN(CCC(C#N)(c2ccccc2)c2ccccc2)CC1,0.078,-0.34,-0.28,0.076,0%,-4%,0%,-5%,-2%,-4.8%,-6%,3%
COc1ccccc1OP(=O)(Nc1cccnc1)Oc1ccccc1OC,-0.022,-0.3,-0.17,0.86,6%,-3%,-3%,2%,-3%,-5.0%,0%,3%
O=C(O)CCn1cc(C=C2C(=O)NC(=S)NC2=O)c(-c2ccccc2)n1,-0.33,-0.19,0.015,0.51,7%,-4%,1%,13µM*,-14%,-4.5%,56%*,5%
CC(=NCC1CCCO1)c1c(O)n(-c2ccc(Cl)cc2)c(=O)[nH]c1=O (stereo unspecified),-1.1,0.41,-1,0.47,-9%,-5%,1%,-2%,3%,0.1%,10%,3%
CN1CCN(c2cc(N3CCNCC3)ccc2[N+](=O)[O-])CC1,0.52,-0.23,0.37,0.21,13%,-9%,-7%,-1%,41%,-4.7%,15%,11%
CN(C)C1(c2nnnn2CCOC(=O)Nc2ccc(Cl)cc2)CCCCC1,0.48,-0.2,0.035,-0.47,6%,-5%,0%,7%,8%,-3.3%,4%,9%
OC1(c2ccccc2F)CC2CCC(C1)N2CCN1CCOCC1 (stereo unspecified),-0.32,-0.19,0.14,-0.22,0%,-6%,0%,2%,1%,-8.4%,0%,-3%
CCOc1ccc(N=C2SCCCN2C)cc1,-0.76,-0.24,-0.15,1.1,19%,-3%,-2%,-6%,-13%,-5.3%,10%,u

One compound at a time (already shown):
COc1ccccc1OP(=O)(Nc1cccnc1)Oc1ccccc1OC is listed with Dynein transport: -0.022; Dynein transport cytoplasmic EGFP: -0.3; Dynein transport nuclear GR-EGFP: -0.17; Dynein transport cell count: 0.86; M17LAP inhibition: 6%; LYP phosphatase: -3%; SIAH1 antagonists: -3%; AID2073: 2%; human PMI inhibitors: -3%; XIAP displacement: -5.0%; human PMI inhibition: 0%; M1AAP inhibition: 3%
COc1ccc(CCNCc2ccc(SC)cc2)cc1 is listed with Dynein transport: 0.054; Dynein transport cytoplasmic EGFP: -0.2; Dynein transport nuclear GR-EGFP: 0.35; Dynein transport cell count: 0.23; M17LAP inhibition: -9%; LYP phosphatase: 1%; SIAH1 antagonists: 0%; AID2073: -7%; human PMI inhibitors: -7%; XIAP displacement: -2.2%; human PMI inhibition: -7%; M1AAP inhibition: 5%

Next section:
Compound,Dynein transport,Dynein transport cytoplasmic EGFP,Dynein transport nuclear GR-EGFP,Dynein transport cell count,M17LAP inhibition,LYP phosphatase,SIAH1 antagonists,AID2073,human PMI inhibitors,XIAP displacement,human PMI inhibition,M1AAP inhibition
COc1ccc(C(CC(=O)N2CCC3(CC2)OCCO3)NS(=O)(=O)c2ccc(C)cc2)cc1 (stereo unspecified),-0.65,-0.22,-0.12,0.25,-2%,0%,-6%,2%,6%,-8.2%,2%,3%
CCOC(=O)CNC(=O)CNC(=O)C(Cc1ccc(N(CCCl)CCCl)cc1)NC(C)=O (stereo unspecified),0.15,-0.19,0.21,-1.2,9%,-8%,11%,0%,-22%,-7.4%,-23%,-3%
CC(=O)c1ccc(OC(=O)N(C)c2ccccc2)cc1,-0.37,-0.32,0.13,0.07,-5%,-8%,-3%,0%,10%,-10%,5%,-1%
O=C(CN1CCN(Cc2ccc(Cl)cc2)C1=O)N1CCC2(CC1)OCCO2,0.5,-0.1,0.73,-0.98,19%,-7%,12%,6%,0%,-4.5%,2%,9%
COc1ccc2c(c1)c(C(=O)O)c(C)n2C(C)C,0.48,-0.16,0.76,-0.072,10%,-8%,3%,3%,-1%,-4.4%,2%,2%
COc1ccc(C2CC(c3c(O)n(CCc4ccccc4)c(=O)[nH]c3=O)=NN2)cc1OC (stereo unspecified),-0.14,-0.14,0.098,-0.37,3%,3%,-5%,-5%,x,x,x,5%
C=CCn1c(O)c(C=Nc2c(C)n(C)n(-c3ccccc3)c2=O)c(=O)[nH]c1=O,1.7,-0.27,1.7,-0.49,20%,3%,-2%,8%,x,x,x,10%
O=C1NC(=O)C2(C(=O)N1)C(c1ccc(F)cc1)NC(=S)NC2c1ccc(F)cc1 (stereo unspecified),-0.43,-0.097,-0.018,0.1,9%,-9%,4%,-6%,-12%,-6.5%,-10%,3%
COc1ccc(P2(=O)Nc3ccccc3N2)cc1,-0.56,-0.18,-0.22,0.33,0%,-4%,0%,10%,52%*,-0.3%,17%,2%
O=P(/C(=N/O)N1CCOCC1)(N1CCOCC1)N1CCOCC1,-0.25,-0.14,-0.31,0.71,-3%,-2%,2%,-3%,2%,-0.2%,3%,3%
COC1=CC(=O)OC(/C=C/c2ccccc2)C1 (stereo unspecified),-0.88,-0.17,0.11,0.64,-8%,5%,0%,8%,-9%,-6.1%,-9%,15%
CC(C)N1CCC2(CC1)NC(CO)(CO)CO2,1.7,-0.18,0.71,-0.82,-12%,-11%,-3%,0%,-6%,-6.0%,-11%,-2%
CN(C)CCN=Cc1c(O)n(C2CCCCCC2)c(=O)[nH]c1=O,-0.7,-0.17,-0.46,0.62,0%,3%,-1%,-6%,-4%,-4.4%,-4%,8%
Cc1ccccc1-n1c(O)c(C=Nc2ccc3c(c2)OCO3)c(=O)[nH]c1=O,2.3,-0.018,1.9,-2.5,14%,-1%,1%,-7%,17%,-1.5%,-1%,1%
COc1cccc(CN2CCCC(C(=O)c3ccccc3SC)C2)c1O (stereo unspecified),-1.1,-0.27,-0.22,1.4,3%,43%,4%,10%,x,x,x,-2%
Cc1cccc(C)c1NC1=NCCCS1,0.93,0.14,0.17,-0.13,-3%,-3%,4%,-9%,-5%,-0.7%,-5%,9%
CCC(=NCc1ccco1)c1c(O)n(-c2ccc(C)cc2)c(=O)[nH]c1=O,-0.13,-0.25,-0.84,0.86,2%,-3%,9%,-1%,8%,-5.0%,22%,4%
CC(=O)c1cn(Cc2ccc(C#N)cc2)c2ccccc12,-0.77,0.033,-0.46,1,16%,-3%,3%,12%,x,-5.8%,x,3%
Cc1cccc(-n2c(C)nc3ccccc3c2=O)c1C,-0.39,-0.28,-0.14,1.1,25%,-3%,6%,-4%,-5%,1.3%,-4%,13%
CN1CCN(C(=S)SCC(=O)Nc2ccc(Cl)cc2C(=O)c2ccccc2)CC1,-0.85,-0.2,-0.26,-0.16,1%,3%,-5%,16%,1%,28%,-3%,19%
Cc1cccc(-n2c(O)c(C=Nc3ccc(Br)cn3)c(=O)[nH]c2=O)c1,-0.64,-0.29,-0.29,0.81,17%,4%,0%,4%,x,-6.7%,x,5%
